Screening results from PubChem BioAssay.
CHT PAM: CHT positive allosteric modulators, primary screen, cell-based, membrane potential dye, choline EC20 | CHT-expressing cells; active compounds read high; LV-AA mutant CHT in HEK293 cells | 310,000 compounds, 0.49% hits | AID 488977, 2010 | B-score at 10 µM;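 active = initial fluorescence not abnormally high and integrated response B-score, plate-corrected, over 3 SD above library mean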
Target sequence (Q9GZV3 whole entry, looked up): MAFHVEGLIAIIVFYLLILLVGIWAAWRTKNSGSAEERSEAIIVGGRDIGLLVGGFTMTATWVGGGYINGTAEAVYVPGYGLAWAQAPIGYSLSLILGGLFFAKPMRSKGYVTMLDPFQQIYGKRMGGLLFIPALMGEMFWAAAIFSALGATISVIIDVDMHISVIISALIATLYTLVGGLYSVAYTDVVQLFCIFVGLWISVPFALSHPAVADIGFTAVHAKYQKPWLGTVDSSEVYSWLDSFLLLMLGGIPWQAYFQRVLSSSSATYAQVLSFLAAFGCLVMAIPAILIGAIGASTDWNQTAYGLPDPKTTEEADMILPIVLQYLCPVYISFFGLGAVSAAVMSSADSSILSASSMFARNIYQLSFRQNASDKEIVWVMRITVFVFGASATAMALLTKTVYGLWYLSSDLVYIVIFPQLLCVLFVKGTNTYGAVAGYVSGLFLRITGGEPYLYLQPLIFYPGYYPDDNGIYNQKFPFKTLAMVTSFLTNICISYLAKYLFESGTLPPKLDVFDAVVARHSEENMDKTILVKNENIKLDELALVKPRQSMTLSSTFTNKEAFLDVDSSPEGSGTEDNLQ
CHT block: inhibitors of human choline transporter CHT | High affinity choline transporter 1 (Homo sapiens), Q9GZV3 | CHT-expressing cells, membrane potential dye, choline response; active compounds read low | B-score at 10 µM | 310,000 compounds, 0.86% hits | AID 488975, 2010;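 active = B-score over 3 SD under the library average, and starting fluorescence ratio not unusually high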;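 also: choline stimulus applied at its EC90 after an EC20 pre-addition; B-score computed on integrated fluorescence ratio after choline addition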
STK33 inh: inhibitors of purified STK33 kinase, primary screen, biochemical, ADP-Glo luminescence, homogeneous, cell-free | MBP phosphorylation | 320,000 compounds, 0.073% hits | inhibition, % at 10 µM | Serine/threonine-protein kinase 33 (Homo sapiens), Q9BYT3;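 active = inhibition at or above 25%, using the most active replicate where run in duplicate; inactive = inhibition below 25%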
* marks the source's active call; other numbers are inactive results; i = inactive; nt = no result given.

canonical_smiles,CHT PAM,CHT block,STK33 inh
O=C(CCN1C(=O)C2CCCCC2C1=O)Nc1ccc(F)c(F)c1F (stereo not given),i,i,-3.1
N#C/C(=C\c1cccc(OC(=O)c2cccs2)c1)C(N)=O,i,i,0.5
CCCCNC(=O)c1cccnc1SCC(=O)Nc1ccccc1OC,i,i,-2.4
CCn1c(SCC(=O)Nc2ccccc2C(=O)OC)nnc1-c1ccoc1C,i,-5.63*,-2.6
CC(C)CC(C(=O)Nc1oc(-c2ccco2)c(-c2ccco2)c1C#N)N1C(=O)c2ccccc2C1=O (stereo not given),i,i,-1.0
O=C(O)c1ccc(N2C(=O)CC(SC(=NCc3ccc4c(c3)OCO4)Nc3ccc(F)cc3)C2=O)cc1 (stereo not given),i,i,-1.1
Cc1c(NC(=O)c2ccc(CN3CCc4ccccc4C3)cc2)c(=O)n(-c2ccccc2)n1C,i,i,-2.4
CC(=O)C1=C(C)NC(=O)NC1/C=C/c1ccccc1 (stereo not given),i,i,-1.0
Cc1ccccc1N1CCN(C2CCCN(C(=O)CCN3CCCO3)C2)CC1 (stereo not given),i,i,0.7
O=C(Nc1ccc(Cl)cc1)N1CCCC1,i,i,0.8
CCOC(=O)C1Nc2ccc(C(F)(F)F)cc2C2C=CCC12 (stereo not given),i,i,-1.6
N/C(=N\OC(=O)c1cccs1)c1cccnc1,i,i,0.5
CCNC(=O)Nc1ccc(-n2nc(C)c(C(=O)OCC)c2C)nc1,i,i,-0.3
COc1ccc(OCC(=O)N(Cc2cccs2)C2CCS(=O)(=O)C2)cc1 (stereo not given),i,i,0.3
COc1ccccc1NC(=O)CNC(=O)c1ccc([N+](=O)[O-])cc1,i,i,-1.6
CCn1c(SC(C)C(=O)OC)nnc1-c1c[nH]c2ccccc12 (stereo not given),i,i,1.6
COc1ccc(OC)c(S(=O)(=O)NCCc2ccccc2)c1,i,i,-1.1
CC1CN(CCOc2cccc(Oc3ccccc3)c2)CC(C)O1 (stereo not given),i,i,-19.0
C[n+]1ccccc1/C=C/c1ccc(C#N)cc1,i,i,-4.2
CN(C)c1cccc(C(=O)NCCCSc2ccccc2)c1,i,i,-0.9

Single records, from the list above.
CC1CN(CCOc2cccc(Oc3ccccc3)c2)CC(C)O1 (stereo not given) across the screens: CHT PAM: i; CHT block: i; STK33 inh: -19.0
COc1ccccc1NC(=O)CNC(=O)c1ccc([N+](=O)[O-])cc1 across the screens: CHT PAM: i; CHT block: i; STK33 inh: -1.6

(cont.)
canonical_smiles,CHT PAM,CHT block,STK33 inh
Cc1ccc(NS(=O)(=O)c2ccc(C)c(NC(=O)COc3ccc4ccccc4c3)c2)c(C)c1,i,i,-0.3
Cc1ccc(C(c2c(O)nc3n(c2=O)CCS3)c2c(O)nc3n(c2=O)CCS3)cc1,i,i,-1.8
Cc1cc(C(=O)Nc2ccc(Cl)cc2)n(-c2ccccc2)n1,i,i,0.7
COc1cccc(CNC(=O)CCC2CCCN(C(=O)Cc3ccccc3F)C2)c1 (stereo not given),i,i,-1.7
COc1ccccc1CN1CC(C(=O)NCc2ccc(N3CCCC3=O)cc2)CCC1=O (stereo not given),i,i,nt
CCn1cc(C(=O)NC(C)C)c(=O)c2cc(F)c(N3CCN(C(=O)c4ccco4)CC3)cc21,i,i,0.7
O=C(Nc1ccccc1)/C(=C\c1ccc2c(c1)OCO2)NC(=O)c1ccco1,i,i,0.6
COc1cc(C(=O)Nn2cnnc2)ccc1OC(F)F,i,i,-0.9
CC(C)(C)n1nnnc1C(c1ccccn1)N1CCN(C(c2ccccc2)c2ccccc2)CC1 (stereo not given),i,i,-1.1
CCc1nnc(NS(=O)(=O)c2ccc(NC(=O)c3cc(Cl)ccc3OC)cc2)s1,i,i,-0.6
Cc1nc(N)sc1C(=O)Nc1ccccc1,i,i,4.3
O=C(NCCC1CCCCN1S(=O)(=O)c1ccccc1)C(=O)NCc1ccccc1F (stereo not given),i,i,-0.3
Cn1c(=O)n(C)c2cc(/C=N/NC(=S)NCc3ccccc3)ccc21,i,i,-2.1
COc1ccc(/C=N/NC(=O)c2cc(C)oc2C)cc1OC,i,i,-1.7
O=C(NC1c2ccccc2-c2ccccc21)c1ccccc1,i,i,-1.5
Cc1ccc2[nH]c(=S)cc(C)c2c1,i,i,1.1
CCC(=O)c1ccc(OCC(=O)OCC(=O)NCCC2=CCCCC2)cc1,i,i,0.0
Cc1ccc(S(=O)(=O)CCC(=O)OCC(=O)NCCc2ccc(F)cc2)cc1,i,i,0.5
CC(=O)NC(Cc1ccc(F)cc1)C(=O)NC1CCN(C(=O)Nc2ccc(F)cc2)CC1 (stereo not given),i,i,0.3
Cc1sc(NC(=O)C2CCCO2)c(C#N)c1C (stereo not given),i,i,0.0
Cc1ccc(C(c2nnnn2CS(=O)(=O)c2ccc(C)cc2)N2CCCC2)cc1 (stereo not given),i,i,-0.7
COc1ccccc1N1CCN(C(=O)c2cccc(NC3=NC4CS(=O)(=O)CC4S3)c2)CC1 (stereo not given),i,i,-0.3
CC(=O)Oc1ccccc1-c1nc(C)nc(N(C)C(C)=O)n1,i,i,2.2
Cc1ccc(-n2c(=O)c3ccccc3n(CC(=O)NCc3ccco3)c2=O)cc1,i,i,-0.3
Cc1oc2cc(O)ccc2c(=O)c1Oc1ccccc1Br,i,i,0.3
COc1ccc2c(c1)c(C(=O)O)c(C)n2-c1ccc(Cl)cc1,i,i,-1.9
C[C@H]1C(=O)N(C)CCN1Cc1cn(C)nc1-c1ccc(Oc2ccccc2)cc1,i,i,-1.0
COc1cccc(-n2cnc3c(sc4nc(N5CCOCC5)c5c(c43)CCCC5)c2=O)c1,i,i,0.4
O=C(COC(=O)CNS(=O)(=O)c1cccc(Br)c1)Nc1ccccc1Sc1ccccc1,i,i,-0.7
C/C(=N\NC(=O)c1cc(-c2ccncc2)nc2ccccc12)c1ccc(OC(F)F)cc1,i,i,-0.2
COc1ccc(CCNC(=S)NC(=O)/C=C/c2ccc(C)cc2)cc1OC,i,i,-0.6
Cc1ccc(NC(=O)NCc2ccccn2)cc1Cl,i,i,-1.5
Cc1cc(SCc2ccc(F)cc2)nc(=O)[nH]1,i,i,0.8
CC(=O)Nc1ccc(/C(C)=N/NC(=O)c2ccc(COc3ccccc3Cl)o2)cc1,i,i,0.2
Cc1ccc(-c2nnn(CC(=O)Nc3cccc4cccnc34)n2)o1,i,i,-2.9
O=C(COC(=O)C12CC3CC(CC(C3)C1)C2)Nc1ccc2[nH]c(=O)[nH]c2c1,i,i,-0.3
Cc1ccc(S(=O)(=O)N2CCCC2C(=O)Nc2cc(C)on2)cc1 (stereo not given),i,i,0.0
CC(C)(C)C1CCc2c(C(=O)N/N=C/c3cccs3)csc2C1 (stereo not given),i,i,14.4
CC(C)Cc1cc(C(=O)NCCN2CCOCC2)no1,i,i,-1.9
NC(=O)c1c(/N=C/c2cccnc2)sc2c1CCCC2,i,i,0.3
Cc1nc2oc(C(=O)c3ccccc3)c(N)c2c2c1COC(C)(C)C2,i,i,-1.8
O=C(c1cc2cc(Br)cc(Br)c2oc1=O)N1CCCC1,i,i,-1.0
Cc1c(-c2ccccc2)[n+](=O)c(-c2ccc(Cl)cc2)c(C)n1[O-],i,i,0.5
COc1ccc(-c2cn[nH]c2-c2ccc(OCc3ccc(F)cc3)cc2O)cc1OC,i,i,-1.2
CCC(c1nnnn1CCOC)N(Cc1ccc(C)cc1)Cc1cc2cc(OC)ccc2[nH]c1=O (stereo not given),i,i,0.9
Cc1ccc(OCC(=O)OC2CCCN(C)C2)cc1 (stereo not given),i,i,-0.4
C/C(=C\c1ccccc1)C(=O)N1CCN(Cc2ccc3c(c2)OCO3)CC1,i,i,-1.8
O=C(Cn1c(CO)nc2ccccc21)NC1CCCCCC1,i,i,-0.5
CCOC(=O)C1CCN(Cc2c(O)ccc3ccccc23)CC1,i,i,-1.2
CCN(CC)c1ccc(C=C(c2nnnn2-c2ccccc2)c2nnnn2-c2ccccc2)cc1,i,i,-0.3

(list continues)
canonical_smiles,CHT PAM,CHT block,STK33 inh
CCCOc1ccc(N2C(=O)CC(N(Cc3ccco3)C(=O)CC)C2=O)cc1 (stereo not given),i,i,-0.7
CN(c1ccc(C(=O)NC2CCCCC2)cc1)S(=O)(=O)c1ccccc1,i,i,1.0
O=C(OCC(=O)c1ccc(Cl)s1)c1cnccn1,i,i,0.0
Cc1cc(F)ccc1S(=O)(=O)Nc1ncnc2sc3c(c12)CCC3,i,i,-0.2
CCOCCCn1c(C)nc2c(c1=O)c1nc3ccccc3nc1n2-c1ccc(C)cc1,i,i,-0.9
CN(C)S(=O)(=O)N1CCN(c2cccc(Cl)c2)CC1,i,i,-1.0
Cc1c(Cc2ccccc2)c(=O)n2c([nH]c3ccccc32)c1C#N,i,i,2.1
CC(=O)N1CCN(C(=O)/C(C#N)=C/c2ccc3c(c2)OCO3)CC1,i,i,-2.3
CC(=O)c1c(C)oc2c1cc(NS(=O)(=O)c1ccc(C(=O)O)cc1)c1ccccc12,i,i,-0.4
Cc1oc(C(C)(C)C)cc1C(=O)NCc1ccc2c(c1)OCO2,i,i,0.2
CC(NC(=O)NCCCC(=O)O)(C(F)(F)F)C(F)(F)F,i,i,-0.4
C=CCNC(=O)C(=O)NCCOc1ccccc1Cl,i,i,0.8
O=C(Nc1nnc(S(=O)(=O)Nc2ccccc2)s1)C1CCCCC1,i,i,-0.1
CC(=O)Nc1cccc(NC(=O)CCc2ccccc2)c1,i,i,0.1
CCCn1c(SCC(=O)NC(C)(C)C)nnc1-c1ccco1,i,i,-0.7
CCCCN1C(=O)CC(Sc2ccccc2C(=O)O)C1=O (stereo not given),i,i,-1.1
OC(c1ccccc1)c1nccc2ccccc12 (stereo not given),i,i,-0.9
O=C(NCCc1ccccc1)C1CCN(S(=O)(=O)N2CCCCCC2)CC1,i,i,-2.1
N#CCCn1c(C(C#N)(CCC#N)CCC#N)nc2ccccc21,i,i,-0.3
COc1ccc(CN(C(=S)Nc2ccccc2)C2CC(=O)N(c3ccccc3)C2=O)cc1 (stereo not given),i,i,-0.8

Part of the list above, field by field:
> CCCn1c(SCC(=O)NC(C)(C)C)nnc1-c1ccco1
  CHT PAM = i
  CHT block = i
  STK33 inh = -0.7

> CCCCN1C(=O)CC(Sc2ccccc2C(=O)O)C1=O (stereo not given)
  CHT PAM = i
  CHT block = i
  STK33 inh = -1.1

> OC(c1ccccc1)c1nccc2ccccc12 (stereo not given)
  CHT PAM = i
  CHT block = i
  STK33 inh = -0.9

> O=C(NCCc1ccccc1)C1CCN(S(=O)(=O)N2CCCCCC2)CC1
  CHT PAM = i
  CHT block = i
  STK33 inh = -2.1

Next compounds:
canonical_smiles,CHT PAM,CHT block,STK33 inh
Cc1ccc(NC2=C(N3CCCCC3)C(=O)c3ccccc3C2=O)cc1,i,i,-1.2
COc1cccc(C2C(C#N)=C(N)Oc3c2oc(CO)cc3=O)c1OC (stereo not given),i,i,-0.9
CCOc1cc(C(C(=O)NCC2CCCO2)N(C(=O)Cn2nnc3ccccc32)c2ccc(C(C)=O)cc2)ccc1O (stereo not given),i,i,-0.3
CCN(CC)C(=O)c1ccc(C(=O)c2ccccc2)cc1,i,i,-0.4
CS(=O)(=O)N(CC(=O)N1CCc2ccccc2C1)c1cccc(F)c1,i,i,-1.3
COc1ccc2cc(-c3ccccc3)c(=O)oc2c1,i,i,0.2
CCOC(=O)c1c(C)nc(C)c(C(=O)OCC)c1-c1ccc(Br)cc1,i,i,-1.1
NC(=O)c1ccccc1NC(=O)CN1CCN(Cc2ccc(Cl)cc2Cl)CC1,i,i,-0.3
Cc1ccc(C(=O)O/N=C(\N)c2ccc(Br)cc2)cc1C,i,i,-0.6
C/C(CC(=O)Nc1ccc2c(c1)OCCO2)=N\NC(=O)Cc1ccc(Cl)cc1,i,i,0.4
O=C(NCc1ccc2c(c1)OCO2)C(=O)Nc1cc2c3c(c1)CC(=O)N3CCC2,i,i,-0.9
COc1cc(OC)cc(C(=O)N2CCCC(Nc3ccc(F)cc3)C2)c1 (stereo not given),i,i,0.0
CCCCOCCCNCc1cccn1CCN1CCOCC1,i,i,nt
CCOC(=O)c1ccc(CNS(=O)(=O)c2c(C)ccc3nsnc23)o1,i,i,0.5
CCCC1=C(C(=O)OCC)C(c2ccco2)n2ncnc2N1 (stereo not given),i,i,-0.4
COc1ccc(-c2[nH]ncc2CN2CCC(OCc3ccccn3)CC2)c(F)c1,i,i,-0.1
CCOc1ccccc1CN1CCN(Cc2nc3ccccc3s2)CC1CCO (stereo not given),i,i,-0.8
O=C1NC(=O)/C(=C/c2ccc(O)cc2)S1,i,i,33.3*
